mIAP inh = inhibitors of mouse IAP, primary screen, biochemical, luminescence, uHTS. inhibition, % at 10 µM. 0.2% of 330,000 active. purified mouse IAP, CDP-Star luminescence, 30 min;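 active = inhibition of at least 40% at 10 µM in the primary screen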;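 also: plate controls were DMSO with enzyme for no effect and no enzyme wells for full effect; values of inactives mirror those of a sister screen read the other way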
MIN6 prolif = inducers of MIN6 beta-cell proliferation, primary screen, ATP luminescence, uHTS. MIN6 cells proliferation, ATPlite luminescence, 48 h; cells starved in 0.2% serum; 100% = growth in 10% serum. proliferation, % at 10 µM. 0.29% of 330,000 active. AID 2380, 2010;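 active = compounds whose signal lies at least 3.5 SD above the mean of all wells on their plate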;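 also: 0% = DMSO-treated cells in low-serum medium and 100% = 10% serum control; some compounds called inactive have numbers as strong as hits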
A3A deaminase = APOBEC3A ssDNA deaminase inhibitors, primary screen, selectivity assay for APOBEC3G inhibitor project, biochemical, FAM/TAMRA oligo cleavage fluorescence; 0.41% of 330,000 active; DNA dC->dU-editing enzyme APOBEC-3A (Homo sapiens), P31941; recombinant A3A, FAM/TAMRA ssDNA deamination fluorescence; inhibition, % at 20 µM;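 active = at least 40% inhibition at 20 µM here, with at most 30% in a related deaminase screen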;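 also: plate controls were A3A with DMSO for no effect and wells lacking A3A enzyme for full effect; some results filed as inactive read as strong as hits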
TIM10 inh = growth inhibitors of isogenic TIM10 control yeast, primary screen, counter-screen for tim10-1 yeast inhibitor project, luminescence, uHTS. S. cerevisiae TIM10 strain growth, BacTiter-Glo luminescence, 24 h. inhibition, % at 10 µM. 1.4% of 330,000 active. AID 463195, 2010;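 active = inhibition of 40% or more at the single tested concentration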;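 also: wild-type TIM10 isogenic control strain grown at permissive 25 °C; 0% = DMSO yeast wells and 100% = minimal medium wells without yeast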
mIAP activ = activators of mouse IAP, primary screen, biochemical, luminescence, uHTS; intestinal alkaline phosphatase [Mus musculus]; muIAP, CDP-Star luminescence, 30 min; stronger effect = higher value; 1 = vehicle-only enzyme signal, 0 = enzyme-free wells; activation factor at 10 µM; 0.24% of 330,000 active; AID 2805, 2010;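 active = activation factor of at least 2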; also: the source names both 10 and 20 µM as test concentration; values of inactives mirror those of a sister screen read the other way
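System: Mouse IAP enzyme | Also added: CDP-Star substrate | Dosing: Compounds dispensed in DMSO | Schedule: 30 min enzyme-substrate-compound incubation at room temperature | Technique: Chemiluminescence readout | Control set: DMSO-only wells and no-enzyme negative control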
APOBEC3G inh = APOBEC3G DNA deaminase inhibitors, primary screen, biochemical, fluorescence, single-stranded DNA substrate, uHTS; DNA dC->dU-editing enzyme APOBEC-3G (Homo sapiens), Q9HC16; recombinant A3G, ssDNA deamination FAM/TAMRA fluorescence; inhibition, % at 20 µM; 0.28% of 330,000 active;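 active = inhibition of at least 40% at 20 µM, with no more than 30% in the related APOBEC3A deaminase screen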;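 also: plate controls were DMSO wells with A3G for no effect and wells lacking A3G enzyme for full effect; some compounds called inactive have numbers as strong as hits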
Target sequence (Q9HC16 whole entry, looked up): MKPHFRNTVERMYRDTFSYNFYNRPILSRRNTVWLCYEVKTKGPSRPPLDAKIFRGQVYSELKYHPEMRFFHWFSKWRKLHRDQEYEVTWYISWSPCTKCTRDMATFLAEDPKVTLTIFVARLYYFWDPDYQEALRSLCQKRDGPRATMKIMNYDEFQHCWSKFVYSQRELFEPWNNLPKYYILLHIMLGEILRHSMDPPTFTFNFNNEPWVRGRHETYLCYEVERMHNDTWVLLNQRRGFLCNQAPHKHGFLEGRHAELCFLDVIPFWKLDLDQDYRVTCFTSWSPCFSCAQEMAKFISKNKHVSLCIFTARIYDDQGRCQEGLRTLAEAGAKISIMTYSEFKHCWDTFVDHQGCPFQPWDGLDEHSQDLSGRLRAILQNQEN
hIAP block = human IAP inhibitors, primary screen, biochemical, luminescence, uHTS; purified IAP, CDP-Star luminescence, 30 min; inhibition, % at 10 µM; 0.12% of 330,000 active; AID 2544, 2010;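 active = inhibition reaching a set limit with compound at 10 µM in the primary screen, cut at about 35% in these data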;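 also: plate controls were DMSO wells with enzyme for no effect and no-enzyme buffer wells for full effect; values of inactives mirror those of a sister screen read the other way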
Target sequence (P09923 whole entry, looked up): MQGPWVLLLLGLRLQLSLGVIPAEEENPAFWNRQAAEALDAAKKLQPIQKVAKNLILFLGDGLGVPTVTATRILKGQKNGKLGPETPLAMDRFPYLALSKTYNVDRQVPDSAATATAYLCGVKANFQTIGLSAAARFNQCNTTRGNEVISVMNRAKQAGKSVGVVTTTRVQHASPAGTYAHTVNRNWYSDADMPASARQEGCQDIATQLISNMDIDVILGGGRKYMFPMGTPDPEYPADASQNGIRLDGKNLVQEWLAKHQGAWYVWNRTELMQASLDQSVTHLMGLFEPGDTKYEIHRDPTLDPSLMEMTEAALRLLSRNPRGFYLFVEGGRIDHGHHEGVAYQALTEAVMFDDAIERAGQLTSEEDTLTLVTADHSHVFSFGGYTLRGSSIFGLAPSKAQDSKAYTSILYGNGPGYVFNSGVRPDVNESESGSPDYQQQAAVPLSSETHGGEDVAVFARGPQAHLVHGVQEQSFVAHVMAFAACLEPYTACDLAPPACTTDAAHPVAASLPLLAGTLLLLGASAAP
NLRP3 yeast inh = NALP3 inflammasome inhibitors in reconstituted yeast, primary screen, luminescence, uHTS; inhibition, % at 10 µM; Yeast reconstituted NLRP3/ASC/caspase-1, beta-gal luminescence, 24 h; 0.39% of 330,000 active;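 active = inhibition of 50% or more; inactive = inhibition below 50%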;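 also: plate controls were induced DMSO wells for no effect and uninduced yeast grown without galactose for full effect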
tim10-1 inh = growth inhibitors of tim10-1 mutant yeast, primary screen, luminescence, uHTS | S. cerevisiae tim10-1 ts strain growth, BacTiter-Glo, 24 h | inhibition, % at 20 µM | 2.2% of 330,000 active | AID 463190, 2010;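 active = inhibition of at least 40%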;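 also: mutant grown at 25 °C; 0% = DMSO wells with yeast and 100% = wells holding no yeast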
* = called active by the depositor.

Start of the listing, in advance:
nr	smiles	mIAP inh	MIN6 prolif	A3A deaminase	TIM10 inh	mIAP activ
1	CN1CC2CCCC3(C1)C(=O)NC1(CCCCC1)N=C23 (stereo not drawn)	5	-3	-5	-2	0.95
2	CCCCn1c(N)c(N(CCC(C)C)C(=O)c2sc3nc4n(c(=O)c3c2C)CCC4)c(=O)[nH]c1=O	4	-3	-2	8	0.96
3	O=C(COC(=O)CC1SC(N2CCCC2)=NC1=O)Nc1c(F)c(F)c(F)c(F)c1F (stereo not drawn)	-4	-3	1	-6	1
4	CCN(CC)c1ccc2cc(-c3nc(-c4ccc(OC)cc4)cs3)c(=O)oc2c1	36	0	-155	23	0.64
5	COc1ccccc1/C=C/C(=O)N1CCOCC1	1	0	2	-16	0.99

nr	APOBEC3G inh	hIAP block	NLRP3 yeast inh	tim10-1 inh
1	-6	1	20	-11
2	-7	-31	12	6
3	-6	2	15	0
4	-327	19	-10	26
5	-2	12	8	16

The listing (from the top)
nr	smiles	mIAP inh	MIN6 prolif	A3A deaminase	TIM10 inh	mIAP activ
1	CN1CC2CCCC3(C1)C(=O)NC1(CCCCC1)N=C23 (stereo not drawn)	5	-3	-5	-2	0.95
2	CCCCn1c(N)c(N(CCC(C)C)C(=O)c2sc3nc4n(c(=O)c3c2C)CCC4)c(=O)[nH]c1=O	4	-3	-2	8	0.96
3	O=C(COC(=O)CC1SC(N2CCCC2)=NC1=O)Nc1c(F)c(F)c(F)c(F)c1F (stereo not drawn)	-4	-3	1	-6	1
4	CCN(CC)c1ccc2cc(-c3nc(-c4ccc(OC)cc4)cs3)c(=O)oc2c1	36	0	-155	23	0.64
5	COc1ccccc1/C=C/C(=O)N1CCOCC1	1	0	2	-16	0.99
6	COc1ccc(C2C(Oc3ccccc3)C(=O)N2c2ccc(C)c(C)c2)cc1OC (stereo not drawn)	2	-1	0	22	0.98
7	CS(=O)(=O)N1CCc2cc(C(=O)N3CCN(c4cccc(Cl)c4)CC3)ccc21	1	-1	-2	8	0.99
8	O=C(O)CSc1nnc(-c2ccccc2)o1	-1	-3	-1	-6	1

nr	APOBEC3G inh	hIAP block	NLRP3 yeast inh	tim10-1 inh
1	-6	1	20	-11
2	-7	-31	12	6
3	-6	2	15	0
4	-327	19	-10	26
5	-2	12	8	16
6	1	23	0	8
7	-3	-14	17	31
8	-9	-2	11	-26

More results
nr	smiles	mIAP inh	MIN6 prolif	A3A deaminase	TIM10 inh	mIAP activ
9	CC(Oc1ccc2c3c(c(=O)oc2c1)CCC3)C(=O)N[C@@H](Cc1ccccc1)C(=O)O (stereo partly drawn)	14	1	-2	-9	0.85
10	COc1cc(/C=C/C(=O)O)cc(S(=O)(=O)N2CCc3ccccc3C2)c1OC	-6	-2	-4	-3	1.1
11	c1ccc(-c2nc3ccccc3o2)nc1	7	-1	-4	10	0.93
12	Cc1ccc(OCC(=O)NNC(=O)C2CCCO2)c(C)c1 (stereo not drawn)	11	1	-2	-5	0.89
13	Cc1ccc(-n2c(SCC(=O)Nc3ccc4c(c3)OCO4)nnc2-c2ccccn2)cc1	0	-1	-1	10	1
14	O=C(NCCc1c[nH]c2ccccc12)c1ccc(S(=O)(=O)NCc2ccco2)cc1	14	-1	1	-5	0.86
15	CCCCn1c(N)c(N(CC)C(=O)c2cc(CC)c(C)s2)c(=O)[nH]c1=O	6	4	-1	-3	0.94
16	CN(c1ccccc1)C(c1ccc(F)cc1)c1nnnn1CC1CCCO1 (stereo not drawn)	3	-1	-2	9	0.97

nr	APOBEC3G inh	hIAP block	NLRP3 yeast inh	tim10-1 inh
9	-9	12	8	-4
10	-8	-4	6	-9
11	-8	-11	-7	-5
12	-17	-36	5	0
13	-5	-18	2	3
14	-1	12	15	4
15	-10	6	29	-9
16	-1	2	11	36

The listing continues.
nr	smiles	mIAP inh	MIN6 prolif	A3A deaminase	TIM10 inh	mIAP activ
17	CCCCN(CCCC)CCNC(=O)c1cn(CC)c2ccc(S(=O)(=O)N3CCCC3)cc2c1=O	4	-2	0	1	0.96
18	CC1=C(C/C=C(\C)CCCC(C)CCCC(C)CCCC(C)C)C(=O)c2ccccc2C1=O (stereo not drawn)	11	-1	-1	-2	0.89
19	CCn1c(=O)c(C(=O)CN2CC(C)OC(C)C2)c(N)n(Cc2ccccc2)c1=O (stereo not drawn)	0	4	-5	5	1
20	CC1=C(NCCc2ccccc2)CCC1=O	3	-1	-4	-12	0.97
21	C/C(=N\Nc1ccc(Cl)c(Cl)c1)c1ccc(-n2ccnc2)cc1	-3	-5	-5	35	1
22	COc1ccc(-c2nnc(SCC(=O)N3CCCc4ccccc43)o2)cc1OC	5	4	4	4	0.95
23	Cc1nccn1CC(=O)N/N=C/c1ccccc1O	-2	-4	10	-11	1
24	Cc1ccc(-n2c(SCC(=O)Nc3cccc(S(N)(=O)=O)c3)nc3ccccc32)cc1	9	-5	12	15	0.91

nr	APOBEC3G inh	hIAP block	NLRP3 yeast inh	tim10-1 inh
17	-3	-35	6	-3
18	-3	3	5	7
19	-12	-6	3	7
20	-1	-11	13	-2
21	-8	-8	30	46*
22	-5	-13	32	6
23	9	-61	5	6
24	-6	5	11	15

The listing continues:
nr	smiles	mIAP inh	MIN6 prolif	A3A deaminase	TIM10 inh	mIAP activ
25	COc1cc(/C=N/N2CCCCC2)cc([N+](=O)[O-])c1O	6	-2	4	17	0.94
26	CN(C)c1nc(N)nc(CSc2nc3cc(Cl)ccc3o2)n1	-3	-3	-5	-2	1
27	CN(C)S(=O)(=O)N1CCC(Oc2ccc(C(=O)N3C[C@@H]4CCC[C@H]3C4)cc2)CC1	-14	-4	4	5	1.1
28	Cc1[nH]c2ccccc2c1C(=O)NS(=O)(=O)Nc1ccc(F)cc1	-1	8.8*	0	2	1
29	Cc1cccc(N(C(=O)CNC(=O)c2ccco2)C(C(=O)NC2CCCC2)c2cccnc2)c1C (stereo not drawn)	-7	-4	1	-6	1.1
30	C/C(=C\c1ccccc1F)C1Nc2cccc3cccc(c23)N1	15	-7	0	21	0.85
31	O=C(CC(=O)Nc1ccc(Cl)cc1Cl)Nc1ccc(Cl)cc1Cl	-5	-6	0	11	1
32	CC1(C)Cc2ccccc2-c2nnc(-c3ccccn3)n21	-1	-2	-5	-11	1

nr	APOBEC3G inh	hIAP block	NLRP3 yeast inh	tim10-1 inh
25	-3	14	-56	17
26	-5	8	-4	-7
27	7	7	12	28
28	30	-9	11	5
29	-6	5	4	-6
30	0	5	-6	19
31	-7	21	22	-2
32	-7	-5	4	10

Entries of single compounds, quoted from the list.
COc1cc(/C=N/N2CCCCC2)cc([N+](=O)[O-])c1O is entered as mIAP inh: 6; MIN6 prolif: -2; A3A deaminase: 4; TIM10 inh: 17; mIAP activ: 0.94; APOBEC3G inh: -3; hIAP block: 14; NLRP3 yeast inh: -56; tim10-1 inh: 17
O=C(CC(=O)Nc1ccc(Cl)cc1Cl)Nc1ccc(Cl)cc1Cl is entered as mIAP inh: -5; MIN6 prolif: -6; A3A deaminase: 0; TIM10 inh: 11; mIAP activ: 1; APOBEC3G inh: -7; hIAP block: 21; NLRP3 yeast inh: 22; tim10-1 inh: -2

More compounds follow.
nr	smiles	mIAP inh	MIN6 prolif	A3A deaminase	TIM10 inh	mIAP activ
33	CC(NC(=S)NC1CCCCC1)C(c1cccs1)N1CCOCC1 (stereo not drawn)	-15	3	1	23	1.1
34	Cc1cccc(NC(=O)Cn2c(=O)n(CCc3c[nH]c4ccccc34)c(=O)c3cccnc32)c1	11	-3	0	8	0.89
35	COc1ccc(COc2cc(-c3cccc(OC)c3)nc3ccc(NC(=O)c4ccc(Cl)cc4)cc23)cc1	-3	-2	-3	5	1
36	CCCOc1cccc(C(=O)N/N=C/c2ccoc2)c1	-7	-2	13	0	1.1
37	COc1ccccc1C(=O)NCc1ccc(-c2nc3ccccc3s2)cc1	3	-3	6	11	0.97
38	O=C(Cn1nc(-c2ccccc2)oc1=O)OCC(=O)c1ccc(F)c(F)c1	-15	0	1	1	1.2
39	COc1cc(OC)cc(C(=O)N(CCCN2C(=O)c3cccc4cccc(c34)C2=O)c2cccc(OC)c2)c1	-2	-2	-7	20	1
40	O=C(NCCN1CCOCC1)C1CC(=O)N(c2cccc(C(F)(F)F)c2)C1 (stereo not drawn)	-7	-5	-3	-5	1.1

nr	APOBEC3G inh	hIAP block	NLRP3 yeast inh	tim10-1 inh
33	2	-1	-7	16
34	0	0	7	0
35	-5	9	0	3
36	0	-5	9	-8
37	-2	11	25	24
38	-6	6	18	1
39	-7	-72	17	16
40	-6	3	9	-17

The listing continues:
nr	smiles	mIAP inh	MIN6 prolif	A3A deaminase	TIM10 inh	mIAP activ
41	O=C(NN1C(=O)c2ccccc2C1=O)C1CCCCC1	1	0	1	0	0.99
42	CC(C)(C)OC(=O)[C@H](Cc1ccccc1)NC(=O)c1nc[nH]c1C(=O)N[C@@H](Cc1ccccc1)C(=O)OC(C)(C)C	21	-8	2	9	0.79
43	CC1(C)CC(=O)C(CC2=C(N)CC(C)(C)CC2=O)=C(N)C1	13	-1	-2	-4	0.87
44	COc1ccccc1Nc1ccc(C(=O)NC2CCCCC2)cn1	-14	-4	-4	8	1.1
45	O=c1c2ccccc2nc(SCc2ccncc2)n1CC1CCCO1 (stereo not drawn)	-7	0	-3	9	1.1
46	COc1ccc(Nc2nc(N3CCOCC3)nc(N3CCOCC3)n2)cc1	6	-1	-1	-4	0.94
47	COC(=O)C(C)n1cnc2c(nnn2-c2ccc(C)cc2)c1=O (stereo not drawn)	1	-1	2	-12	0.99
48	CCOC(=O)N1CCN(Cc2nc3cc(NC(=O)c4cccs4)ccc3n2CC)CC1	-2	-3	-4	31	1
49	CCCn1c(CN2CCN(c3cccc(Cl)c3)CC2)nc2c1c(=O)n(C)c(=O)n2C	12	-7	-1	23	0.88

nr	APOBEC3G inh	hIAP block	NLRP3 yeast inh	tim10-1 inh
41	-2	11	2	5
42	-4	-36	6	13
43	-4	6	17	1
44	-5	-14	28	-18
45	-3	10	6	30
46	-4	2	21	6
47	1	28	6	3
48	-6	-21	8	-28
49	1	18	16	35

Compound activity (PubChem BioAssay)
